# Neddylation inh: inhibitors of human cullin neddylation; P61081+Q13564; TR-FRET cullin neddylation, biochemical; calls only at 25 µM; 360,000 tested, 0.58% active; in the data active = inhibition above about 36%
# CendR NRP1 mod: modulators of CendR peptide binding to human neuropilin-1; FAM-RPARPAR peptide binding to NRP-1, fluorescence polarization; inhibition, % at 25 µM; 360,000 tested, 0.85% active;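 active = inhibition or corrected inhibition above about 18%, plus a signal ratio from 0.5 to 1.5, limit read from the data, passing the limit was not always enough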; also: strong numbers were not always called active
# Scp-1 inhibitor: Scp-1 (human) phosphatase inhibition; Recombinant Scp1, phosphopeptide, malachite green phosphate absorbance; inhibition, % at 20 µM; 340,000 tested, 0.88% active;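 active = inhibition above about 50% at 20 µM, limit read from the data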;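 also: plate controls were DMSO wells with enzyme for no effect and wells lacking enzyme for full effect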
#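 Incubation: 45 min enzyme reaction at room temperature / System: truncated SCP-1 phosphatase (76-261aa) / Reagent: Phospho 17-mer peptide substrate / Buffer or medium: Acidic Tris acetate buffer with magnesium and detergent / Signal: absorbance at 630 nm / Doses: one concentration, 20 µM, with 1.0% DMSO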
# DNMT1 inh: inhibitors of human DNMT1 | DNMT1 molecular beacon, Hinp1I cleavage, fluorescence | inhibition (reported as % activation of signal), % at 10 µM | 360,000 tested, 0.83% active; in the data active = inhibition above about 50%
# Target sequence (P26358 504-1616 limits assumed): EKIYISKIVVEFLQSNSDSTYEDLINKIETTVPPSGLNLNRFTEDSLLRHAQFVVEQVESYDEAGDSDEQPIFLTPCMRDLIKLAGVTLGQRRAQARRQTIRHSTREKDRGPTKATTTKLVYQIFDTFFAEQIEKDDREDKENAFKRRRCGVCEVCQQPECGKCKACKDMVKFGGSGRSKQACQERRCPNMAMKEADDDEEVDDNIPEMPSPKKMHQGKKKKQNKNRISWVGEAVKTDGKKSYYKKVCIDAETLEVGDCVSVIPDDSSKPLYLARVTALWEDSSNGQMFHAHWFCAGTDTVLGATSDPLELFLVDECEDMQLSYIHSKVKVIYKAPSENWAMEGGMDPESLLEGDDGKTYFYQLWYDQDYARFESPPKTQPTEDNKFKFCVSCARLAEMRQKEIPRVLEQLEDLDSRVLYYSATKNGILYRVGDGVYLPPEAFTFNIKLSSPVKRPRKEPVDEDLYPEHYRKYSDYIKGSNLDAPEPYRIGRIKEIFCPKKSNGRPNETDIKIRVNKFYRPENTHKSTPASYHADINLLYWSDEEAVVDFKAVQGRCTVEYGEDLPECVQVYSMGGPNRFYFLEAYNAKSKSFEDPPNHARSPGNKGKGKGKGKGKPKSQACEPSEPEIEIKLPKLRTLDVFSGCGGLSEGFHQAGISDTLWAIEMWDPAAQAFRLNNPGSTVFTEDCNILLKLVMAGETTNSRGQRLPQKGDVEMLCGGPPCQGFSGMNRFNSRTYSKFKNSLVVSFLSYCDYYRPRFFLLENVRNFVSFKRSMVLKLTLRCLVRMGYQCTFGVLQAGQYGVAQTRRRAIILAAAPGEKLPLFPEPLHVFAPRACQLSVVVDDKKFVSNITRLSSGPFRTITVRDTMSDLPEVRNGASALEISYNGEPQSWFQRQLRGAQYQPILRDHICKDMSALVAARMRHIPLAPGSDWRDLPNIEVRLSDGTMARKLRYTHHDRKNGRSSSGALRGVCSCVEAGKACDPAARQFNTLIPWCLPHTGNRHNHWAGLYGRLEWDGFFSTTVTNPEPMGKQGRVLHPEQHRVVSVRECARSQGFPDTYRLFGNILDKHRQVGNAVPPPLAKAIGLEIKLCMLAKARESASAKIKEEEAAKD
# STEP inh: inhibitors of human striatal-enriched phosphatase STEP; inhibition, % at 20 µM; P54829; 360,000 tested, 0.25% active; recombinant STEP, OMFP fluorogenic substrate, fluorescence;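 active = inhibition at 20 µM, scaled per plate between control wells, above about 37%, limit read from the data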;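 also: 0% = DMSO with enzyme and substrate and 100% = substrate only without enzyme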
#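 Material: STEP (striatal-enriched tyrosine phosphatase) enzyme, cell-free | Medium: 50 mM Bis-Tris pH 6.0 with 2.5 mM DTT and 0.005% Tween 20 | Read-out: Percent inhibition scaled to no-enzyme and uninhibited-enzyme controls, plate-pattern corrected | Signal: Fluorescence read at 480 nm ex / 540 nm em | Times: 20 min reaction, room temperature, in the dark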
# SKN-1 inh: blocks SKN-1 activity in C. elegans | C. elegans VP596 Pgst-4::GFP/RFP ratio, acrylamide-induced, 24 h | AID 624304 | inhibition, % at 21.8 µM | 360,000 tested, 0.49% active;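 active = interference check ratio from 0.5 to 1.5 plus GFP to RFP signal ratio inhibition reaching or exceeding a fixed threshold, cut at about 30% in these data, passing the limit was not always enough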; also: some compounds called inactive have numbers as strong as hits
# TbMetRS inhib: blocks T. brucei methionyl-tRNA synthetase activity; purified T. brucei MetRS, ATP depletion, Kinase-Glo luminescence; 360,000 tested, 0.4% active; inhibition, % at 11.9 µM;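 active = inhibition above a per-plate cutoff of the control wells' mean inhibition plus 3 SD, cut at about 5.5% in these data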;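 also: 0% = DMSO wells median and 100% = median of wells with control inhibitor compound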
#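 assay system = parasite MetRS enzyme | timing = 15 min preincubation, 2 h reaction, all 25 °C | evaluation = percent inhibition relative to median high and low control wells | medium = HEPES buffer containing pyrophosphatase, BSA, spermine, DTT | compound = single dose, 11.9 µM final nominal, 0.9% final DMSO | detection = Kinase-Glo luminescence, ATP depletion format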
# NadD inh: NadD (S. aureus) enzyme inhibition; inhibition, % at 20 µM; 360,000 tested, 0.78% active; purified NadD enzyme, colorimetric absorbance read-out; AID 602399; in the data active = inhibition above about 26%; also: some compounds past the cut are filed as inactive
# SUMO1-SIM PPI: SUMO1-SIM interaction modulation. P63165. SUMO1 binding to a labelled peptide, TR-FRET, 1 h. inhibition, % at 20 µM. 360,000 tested, 0.33% active; in the data active = inhibition above about 37%
# LMPTP inh: LMPTP (human) inhibition; inhibition, % at 20 µM; 360,000 tested, 0.22% active; P24666; AID 651560; recombinant LMPTP-A, OMFP fluorogenic substrate, fluorescence intensity;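 active = compounds that cut the enzyme signal by at least half of the control window in the single-dose screen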;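 also: plate controls were DMSO wells with enzyme plus substrate for no effect and substrate without enzyme for full effect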
#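 Assay system: LMPTP-A, protein tyrosine phosphatase of low molecular weight / Medium: pH 6.0 Bis-Tris buffer with DTT and Triton X-100 / Schedule: 50 min enzyme reaction at room temperature, protected from light / Measured by: endpoint fluorescence intensity from OMFP dephosphorylation / Read-out basis: % inhibition relative to no-enzyme and uninhibited control wells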
# The depositor's hits bear a star; i = inactive; nt = no result given.
SMILES,Neddylation inh,CendR NRP1 mod,Scp-1 inhibitor,DNMT1 inh,STEP inh,SKN-1 inh,TbMetRS inhib,NadD inh,SUMO1-SIM PPI,LMPTP inh
Cc1c(OCC(=O)N[C@@H](Cc2c[nH]c3ccccc23)C(=O)O)ccc2c1oc(=O)c1ccccc12,i,-65,4,-5,2,-12,-0.6,20,27,0.7
CCN(CC)C(=O)c1ccc(O)c(OC)c1,i,2,-11,4,0,-2,0.5,3,-4,0.0
CCNS(=O)(=O)c1ccc(CCC(=O)N2CCN(c3cccc(Cl)c3)CC2)cc1,i,5,-10,2,4,0,-0.5,-6,3,-0.5
CCOC(=O)N1CCN(C(=O)CN(C)S(=O)(=O)c2ccc(F)cc2)CC1,i,11,-5,4,-4,-3,-0.1,-2,0,-0.8
CC(=O)Nc1ccc(/C=N/NC(=S)NC(C)C)cc1,i,-1,-7,0,0,10,0.9,1,-16,0.6
Cn1c(CCN2CCN(c3ccccn3)CC2)nc2cc(NC(=O)COc3ccc(Cl)cc3)ccc21,i,7,-13,-4,1,8,-0.3,6,6,22
CCOc1ccc(CNC(=O)c2ccc(Sc3ccc(Cl)cc3)c(NC(C)=O)c2)cc1,i,-8,-21,-3,1,-3,-1.1,-3,-2,2.7
COc1cc(/C=C2\SC(=S)N(Nc3ccccc3)C2=O)cc(OC)c1OC,i,-13,-22,-2,-1,-1,0.2,4,-11,1.9
O=C(OCCSCCOC(=O)C1CC=CCC1)C1CC=CCC1 (stereo not drawn),i,-1,-1,-4,-4,-5,-0.3,-2,3,1.7
Fc1ccc(Cn2nnnc2CN2CCc3ccccc3C2)cc1,i,-6,-9,0,3,8,-1.2,6,-3,-0.4
CCCCCCSc1nsc(NC(=O)CCC)n1,i,-10,6,-8,-1,-5,-0.2,-7,3,1.1
O=C(NCCCN1CCOCC1)C(=O)N/N=C/c1c2ccccc2cc2ccccc12,i,11,-21,-2,1,8,-0.8,1,-14,0.3
CC1(c2nnnn2-c2ccc3c(c2)OCCO3)CCC(=O)N1CCCN1CCOCC1 (stereo not drawn),i,-8,nt,nt,nt,7,-0.1,-3,1,-1.7
C[C@H](CO)N1C[C@H](C)[C@@H](CN(C)C(=O)NC2CCCCC2)Oc2c(NC(=O)Nc3ccccc3)cccc2C1=O,i,1,2,-2,-3,9,0.4,-8,-2,-1.0
COc1cc(NC(=O)c2ccc(C)cc2)c(OC)cc1NC(=O)CN1CCCCC1,i,18,3,-1,0,-3,-0.9,4,2,-0.7
COC(=O)C1=C(C)NC(=O)/C1=C\c1cc(C)n(-c2ccccc2C)c1C,i,-30,5,-19,-4,-15,-1.4,12,-1,1.4
COc1ccc(N2CC(C(=O)OCC(=O)Nc3ccccc3C)CC2=O)cc1 (stereo not drawn),i,4,-1,2,2,25,-0.2,2,3,-1.4
C/C(=N\NC(=O)c1nonc1N)c1cccs1,i,5,-2,2,-1,1,0.5,-1,-9,-2.4
CN(C)c1cccc(C(=O)NNC(=O)C23CC4CC(CC(C4)C2)C3)c1,i,3,-5,5,-1,-7,-0.2,7,-1,-0.4
O=C(NCc1cccs1)C1CC(O)CN1C(=O)Nc1ccccc1 (stereo not drawn),i,7,-1,-1,-3,-6,-0.9,-4,6,-0.1
Cc1cc(C)n(CC(=O)NC2CCCc3c2cnn3-c2ccc(C)c(C)c2)n1 (stereo not drawn),i,1,-5,0,-1,7,-0.3,2,2,-2.4
CC(C)COc1cccc(C(=O)Nc2ccc(CN3CCOCC3)cc2)c1,i,0,4,0,1,-8,-1.6,-10,-2,-0.5
COc1cc(C)c(N)cc1C(C)C,i,2,-3,1,-3,2,0.2,5,-2,-3.0
COc1ccc(C2CCCCC2SCC(=O)O)cc1OC (stereo not drawn),i,-6,nt,3,0,-6,0.1,0,1,0.5
CC(=O)c1ccc(Nc2cc(C)nc3ncnn23)cc1,i,-6,-6,5,0,12,-0.6,-3,1,-1.5
O=C(c1ccncc1)N1CCN(S(=O)(=O)c2ccc3ccccc3c2)CC1,i,18,1,0,-2,6,-0.3,-21,-5,-1.4
Cc1ccc(S(=O)(=O)N2CCN(C(=O)CSc3ccccn3)CC2)c(C)c1,i,-2,-2,3,0,12,-0.6,5,1,-0.1
CCc1cccc(CC)c1NC(=O)Cn1c(-c2ccc(F)cc2)noc1=O,i,1,0,2,-1,-11,0.1,-2,3,-1.3
Cc1ccc(CN2CCN(Cc3cccc4c3OCO4)CC2CCO)cc1 (stereo not drawn),i,6,-2,3,-3,2,0.2,6,0,2.2
C/C(=N\NC(=O)c1nn(C)cc1Br)c1ccncc1,i,2,-3,-2,2,8,-1.4,2,25,0.4
Cc1cccc(OCc2nnc(SCC(=O)Nc3sc(C)c(C)c3C#N)n2C)c1,i,5,-1,0,-1,-2,-0.6,12,3,-1.2
CCCN1CCc2c(sc(NC(=O)Cc3ccc(F)cc3)c2C(N)=O)C1,i,-10,-2,0,-2,21,-0.5,-1,2,-1.1
Cc1nc(C)c(-c2ccc(SCC(=O)Nc3cccc(Cl)c3)nn2)s1,i,-8,-2,-7,-1,-1,-0.6,-5,-12,0.6
COc1ccc(CN(C(=O)c2oc3ccccc3c2C)C2CCS(=O)(=O)C2)cc1 (stereo not drawn),i,1,-11,-2,-3,36*,-1.6,-5,-2,-1.7
Cc1ccc(C)c(OCCC(=O)NCCc2ccc(Cl)cc2)c1,i,8,-10,3,0,9,-0.1,-16,0,1.2
CCOc1ccc(/C=N/Nc2ccccn2)cc1,i,0,-8,-3,-1,0,-0.4,-5,-9,1.6
Cc1ccnc(NC(=O)CCc2c(C)nc3ncnn3c2C)c1,i,2,-3,4,-1,2,0.0,-4,-7,-1.4
COc1cc(S(=O)(=O)NC2CCCC2)ccc1Cl,i,-6,-14,0,-2,-4,-0.6,4,-1,0.7
CC1(C)CC(=O)C(CC(=O)N2CCC(Cc3ccccc3)CC2)C(=O)C1,i,-9,5,-7,0,2,-0.8,3,3,1.6
O=[N+]([O-])c1nn(-c2ccc3c(c2)OCCO3)n(O)c1=NCCC1=CCCCC1,i,7,-7,-1,3,8,-1.1,-7,-31,2.0
CC(Oc1ccccc1)C(=O)Nc1ccc(C(N)=O)cc1 (stereo not drawn),i,-3,1,1,-1,0,0.2,4,-3,-0.4
CCN(CC)c1ccc2cc(-c3nc(-c4cc5ccccc5oc4=O)cs3)c(=O)oc2c1,i,139,-1,18,-329,-13,-0.3,17,-49,1.5
CC1CC(C)CN(CCCNC(=O)CC2Oc3ccccc3NC2=O)C1 (stereo not drawn),i,9,0,2,2,-2,-0.3,5,3,-4.3
CCCCc1nnc(NC(=O)c2oc3ccccc3c2C)s1,i,2,-3,3,0,-5,-0.4,-5,5,0.8
CCCOc1cccc(C(=O)NCCCNC(=O)c2cccnc2)c1,i,10,-2,1,-3,3,-0.5,4,1,-0.2
COc1ccccc1C=NN=Cc1ccccc1O,i,-5,0,-10,1,3,-0.2,2,-16,2.8
CCOc1ccccc1-n1nnnc1SC(C)C(=O)OC (stereo not drawn),i,9,-5,-1,0,-5,-0.6,-7,-3,-1.2
COC(=O)C(C)Sc1nnc(Cc2cc(=O)[nH]c(=O)[nH]2)n1-c1ccc(OC)cc1 (stereo not drawn),i,-2,-12,1,0,-6,-0.5,0,0,-1.1
CC(C)OCCCNc1ccc(N2C(=O)CCCC2=O)cc1[N+](=O)[O-],i,-3,-7,-4,-4,13,-0.4,-1,-38,0.8
CCN(c1ccccc1)S(=O)(=O)c1ccc(C(C(=O)OC)C(=O)OC)c([N+](=O)[O-])c1,i,7,-7,0,0,-9,0.0,-1,-14,0.2
O=c1oc(CCO)cc2ccccc12,i,7,-5,4,-2,2,-0.1,3,0,0.4
CCn1cnc2c([N+](=O)[O-])c(NS(=O)(=O)c3ccc(C)cc3)ccc21,i,14,6,1,0,9,-0.4,-6,-17,-2.0
O=C1C(Br)=Cc2cccc3cccc1c23,i,27*,-6,28,0,29,-0.5,-7,-31,0.0
Oc1ccccc1N=Nc1nc(-c2ccccc2)c(-c2ccccc2)[nH]1,i,-62,11,-11,4,19,-0.1,35*,-22,10.0
Cn1cc(Cl)c(C(=O)NC2CCCC2)n1,i,6,-8,1,-3,-11,-0.6,-4,0,-2.7
CCN(CC)S(=O)(=O)c1cc(NC(=O)C(C)N2CCc3ccccc32)ccc1C (stereo not drawn),i,-15,0,-7,1,6,-0.4,0,1,3.1
Cc1ccc(C(=O)Cn2nnc(-c3cccs3)n2)cc1,i,10,-14,-9,1,-5,-0.5,-12,-3,-0.6
CCc1nnc(NC(=O)CSc2nc3[nH]ncc3c(=O)[nH]2)s1,i,7,-1,1,3,-9,-1.3,3,5,-1.9
OC[C@@H]1CN(Cc2ccncc2)C[C@H](n2cnc3c(NCc4ccco4)ncnc32)O1,i,-6,nt,1,2,3,0.4,5,2,-1.8
O=C(CCNC(=O)Cn1ccc2ccccc2c1=O)NCCN1CCc2ccccc2C1,i,-5,3,-3,-3,-15,-1.4,-1,-5,2.1
# (cont.)
SMILES,Neddylation inh,CendR NRP1 mod,Scp-1 inhibitor,DNMT1 inh,STEP inh,SKN-1 inh,TbMetRS inhib,NadD inh,SUMO1-SIM PPI,LMPTP inh
Cc1ccc(S(=O)(=O)Nc2cccc(C(=O)NCC(c3ccccc3)N(C)C)c2)cc1F (stereo not drawn),i,4,-6,-2,2,-2,-0.6,-9,5,-1.0
COc1cccc(C(=O)N(Cc2ccc3c(c2)OCO3)Cc2nc3ccccc3c(=O)[nH]2)c1,i,-6,34,0,1,3,0.2,-3,4,-1.3
O=C(NCC1CCCO1)Nc1cccc(Cl)c1 (stereo not drawn),i,0,-2,3,-1,28,0.5,2,18,1.4
CN(CC(=O)Nc1cccc(S(=O)(=O)N2CCCC2)c1)CC(=O)Nc1ccc(F)c(F)c1F,i,8,7,1,2,-11,-0.3,1,1,-0.6

# Grouped by structure, the entries above with a furan ring, fused or not
SMILES,Neddylation inh,CendR NRP1 mod,Scp-1 inhibitor,DNMT1 inh,STEP inh,SKN-1 inh,TbMetRS inhib,NadD inh,SUMO1-SIM PPI,LMPTP inh
COc1ccc(CN(C(=O)c2oc3ccccc3c2C)C2CCS(=O)(=O)C2)cc1 (stereo not drawn),i,1,-11,-2,-3,36*,-1.6,-5,-2,-1.7
CCCCc1nnc(NC(=O)c2oc3ccccc3c2C)s1,i,2,-3,3,0,-5,-0.4,-5,5,0.8
OC[C@@H]1CN(Cc2ccncc2)C[C@H](n2cnc3c(NCc4ccco4)ncnc32)O1,i,-6,nt,1,2,3,0.4,5,2,-1.8

# Screening results as filed in PubChem.
